From PubChem
FUS yeast rescue = FUS proteinopathy suppression in yeast; S. cerevisiae FUS-expressing, growth rescue, OD600, 24 h; Potency, µM (highest dose often 76.6 µM), for the others: at the top dose growth rescue (activation), usual class: activators; 0.24% of 390,000 active; AID 1347120;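 also: potency is read from the fitted curve at half-maximal effect; plate controls were DMSO vehicle for no effect and reference control for full effect; nearly all actives have a fitted effect of over 55% in size; some results filed as inactive show a strong effect at the top dose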
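Compound concentration series was pinned onto galactose-induced FUS-expressing yeast seeded at OD 0.005. Plates sat 24hr at 30C; absorbance at 600 nm gave growth. DMSO served as background control.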
MmCpn inh = inhibitors of Methanococcus maripaludis chaperonin (MmCpn) | purified Mm-Cpn ATPase, ADP Transcreener TR-FRET | Potency, µM (doses to about 76.9 µM), for inactives: at the top dose activity, negative = inhibition, hits mostly inhibitors | 0.031% of 330,000 active; also: potency is read from the fitted curve at half-maximal effect; % is scaled to controls: 0 for no effect and ±100 for the full control effect; nearly all actives have a fitted effect of over 80% in size
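Measured: ADP formation by purified Mm-CPN. Conditions: 25 nM protein, 10 uM ATP, Tris pH 7.4 with Mg2+, K+ and DTT, 37°C for 30 min. Detection: Transcreener HTRF after 30 min at room temperature.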
aSyn rescue = rescues yeast growth from alpha-synuclein toxicity; Yeast expressing alpha-synuclein, growth rescue, BacTiter-Glo, 24 h; Potency, µM (series often up to 46.1 µM), for the others: at the highest dose growth rescue (activation), hits mostly activators; 0.14% of 370,000 active; also: potency is read from the fitted curve at half-maximal effect; % of control where 0% means no effect; nearly all actives have a fitted effect of over 65% in size
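Readout is rescue of growth in alpha-synuclein-expressing yeast, so inhibitors of toxicity appear as activators. Growth after 24 hr at 30 deg C in galactose medium is quantified by luminescence.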
Abeta rescue = restores growth of yeast expressing A-beta42 peptide. yeast expressing A-beta42, growth rescue, OD600, 48 h; response scale: 0% DMSO, 100% iron-clioquinol control. Potency, µM (titrated, usually from 46.1 µM), for inactives: top-dose growth rescue, hits mostly activators. 0.063% of 410,000 active; also: potency is read from the fitted curve at half-maximal effect; nearly all actives have a fitted effect of over 55% in size
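Growth rescue measured by 600 nm absorbance after 48 h yeast culture at 30 C with compound. Values normalized between DMSO and an equimolar ferric chloride plus clioquinol control.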
GLP-1R inv ag = acts as inverse agonist at human GLP-1 receptor | HEK293 GLP-1R CRE-luciferase, luminescence, 24 h; GLP-1R form is constitutively active | P43220 | AID 624417 | Potency, µM (doses to about 38.3 µM), inactives show top-dose activity change, negative = inhibition, most hits filed as inhibitors | 1.6% of 410,000 active; also: potency is read from the fitted curve at half-maximal effect; % is scaled to controls: 0 for no effect and ±100 for the full control effect; nearly all actives have a fitted effect of over 55% in size
Target sequence (P43220 whole entry, looked up): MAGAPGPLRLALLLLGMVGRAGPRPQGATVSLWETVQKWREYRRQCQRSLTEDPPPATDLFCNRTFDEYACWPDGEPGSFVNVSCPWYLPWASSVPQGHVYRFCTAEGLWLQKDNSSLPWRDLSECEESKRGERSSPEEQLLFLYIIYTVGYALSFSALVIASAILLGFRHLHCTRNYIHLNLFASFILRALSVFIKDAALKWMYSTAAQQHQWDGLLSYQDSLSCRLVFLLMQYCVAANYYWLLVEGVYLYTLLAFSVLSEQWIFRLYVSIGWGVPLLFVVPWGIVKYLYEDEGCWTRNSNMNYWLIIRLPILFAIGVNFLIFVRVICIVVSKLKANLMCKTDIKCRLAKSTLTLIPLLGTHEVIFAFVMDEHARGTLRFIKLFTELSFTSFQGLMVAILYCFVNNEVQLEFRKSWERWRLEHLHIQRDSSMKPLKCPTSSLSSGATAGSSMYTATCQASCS
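Cells are plated, allowed 12 hours at 37 deg C, then treated with compounds for 24 hr before luciferase detection reagent is added and luminescence is read after 12 min at room temperature. The HEK293 line carries constitutively active GLP-1R with a cAMP-responsive reporter.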
TDP43 rescue = TDP-43 toxicity inhibition in yeast; TDP-43 expressing yeast growth rescue, BacTiter-Glo, 24 h; Potency, µM (titrated, usually from 46.1 µM), for inactives: at the top dose growth rescue (activation), usual class: activators; 1.8% of 410,000 active; also: potency is read from the fitted curve at half-maximal effect; % of control where 0% means no effect; nearly all actives have a fitted effect of over 50% in size
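In this qHTS, compounds that restore growth of yeast expressing TDP-43 appear as activators. Cells (OD600=0.02, galactose medium, raffinose-pregrown) are incubated with compound 24 hr at 30 deg C and growth is quantified by BacTiter-Glo.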
GLP1R cytotox = cytotoxicity counter-screen for GLP-1 receptor inverse agonists; HEK293 cAMP-luciferase reporter cells, luminescence, 24 h; Potency, µM (titrated, usually from 38.3 µM), for the others: at the highest dose activity change, negative = inhibition, actives largely listed as inhibitors; 0.13% of 410,000 active; AID 624418;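 also: loss of luciferase light is scored as toxicity; potency is read from the fitted curve at half-maximal effect; % is scaled to controls: 0 for no effect and ±100 for the full control effect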
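Compound-treated cells are incubated 24 hr at 37 deg C under 5% CO2 after a 12 hour attachment period, then luciferase detection reagent is added and luminescence is measured following 12 min at room temperature; lowered signal indicates toxicity.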
pAkt inh = inhibitors of Akt phosphorylation | Neuro2A IGF-stimulated pAkt S473 HTRF, 20 min; active compounds read low | activity change, % for hits at 50 µM | 0.32% of 360,000 active; in the data active = activity change below about -80%; inconclusive = mostly about -51% to -80%; also: % is scaled to controls: 0 for no effect and ±100 for the full control effect
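Neuro2A cells (4,500/well, DMEM with 0.5% FBS) were treated with compound at a single 50 µM final concentration, stimulated with 6 nM IGF for 20 min at 37 °C, and lysed. Phospho-Akt Ser473 was read by HTRF as 665/615 ratio ×10^4.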
PTHR1 ag = PTHR1 (human) receptor agonism. 0.075% of 410,000 active. HEK293 GP2 PTHR1 cells, GloSensor cAMP luminescence, 1 h. Potency, µM (series often up to 115 µM), for inactives: top-dose activation, hits mostly activators. Q03431; also: potency is read from the fitted curve at half-maximal effect; nearly all actives have a fitted effect of over 55% in size; some results filed as inactive show a strong effect at the top dose; inactives centre near -15; many of its hits are not listed in these tables
Target sequence (Q03431 whole entry, looked up): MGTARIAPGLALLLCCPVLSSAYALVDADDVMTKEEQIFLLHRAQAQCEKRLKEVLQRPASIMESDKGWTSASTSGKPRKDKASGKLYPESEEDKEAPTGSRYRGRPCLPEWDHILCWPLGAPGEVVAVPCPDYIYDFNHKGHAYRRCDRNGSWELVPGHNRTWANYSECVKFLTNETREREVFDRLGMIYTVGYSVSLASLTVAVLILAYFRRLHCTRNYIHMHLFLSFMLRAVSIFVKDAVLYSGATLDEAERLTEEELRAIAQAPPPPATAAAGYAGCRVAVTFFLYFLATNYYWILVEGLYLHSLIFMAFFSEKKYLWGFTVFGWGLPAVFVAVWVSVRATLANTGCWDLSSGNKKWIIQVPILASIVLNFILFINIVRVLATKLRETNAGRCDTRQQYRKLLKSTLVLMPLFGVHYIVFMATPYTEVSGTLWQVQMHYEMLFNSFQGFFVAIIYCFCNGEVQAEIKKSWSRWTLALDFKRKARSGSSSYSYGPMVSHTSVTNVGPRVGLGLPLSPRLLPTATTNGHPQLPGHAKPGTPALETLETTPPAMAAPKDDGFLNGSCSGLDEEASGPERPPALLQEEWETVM
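HEK-293-derived GP2 cells expressing PTHR1 and a GloSensor cAMP reporter, 3,000/well, plated overnight, given luciferin plus IBMX (each 0.5 mM as added) for 1 h at 37 °C, then compound for 1 h at 37 °C. Luminescence was read after 15 min at room temperature.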
* hit, by the source's call; i = inactive; ? = inconclusive; nt = not tested or not shown; [ ] = another dose, or the depositor's remark. Unless noted, calls follow the shape of the dose curve; as a rule, active = well fitted curve in the direction sought with a large enough effect; inconclusive = small, poorly fitted or top-dose-only effect, or another doubt; inactive = no such curve, though single readings can be large; an effect the other way counts as inactive or inconclusive. These rows are one share of the data; rates above refer to the full screens.

Every second line gives: FUS yeast rescue	MmCpn inh	aSyn rescue	Abeta rescue	GLP-1R inv ag	TDP43 rescue	GLP1R cytotox	pAkt inh	PTHR1 ag
Cc1cc(C)c(NC(=O)CN2C(=O)NC3(CCCCC3)C2=O)c(C)c1
    5%	-18%	3%	9%	0%	-11%	-12%	i	-9%[57.5 µM]
S=c1cnc2ccccc2[nH]1
    nt	-5%	-2%	-5%	0%	7%	1%	i	i
Cn1c(C(=O)Nc2ccc3c(c2)OCO3)cc2c(=O)n(C)c3ccccc3c21
    -19%	-11%	2%	8%	-2%	15%	2%	i	-3%
O=c1[nH][nH]c2c1C(c1ccc(Cl)c(Cl)c1)OC(CCc1ccccc1)C2 (configuration not stated)
    36%	nt	1%	0%	?	28%	-6%	i	i
COc1ccc(N=N/C(C(C)=O)=C(/C)O)cc1
    7%	-26%	0%	-10%	58%[activator]	11%	-24%	i	i
CCC(CO)Oc1cc(NCc2cc(C)cc(C)c2)c2ncn(C(C)C)c2c1 (configuration not stated)
    27%	0%	-5%	0%	?	-5%	-36%	i	-95%[inhibitor]
CC(C)N1CC(O)=C(c2nc3ccccc3[nH]2)C1=N
    16%	1%	-1%	16%	1%	-4%	-7%	i	-4%[57.5 µM]
COc1ccc2cc3cc(C(=O)NCCN4CCc5ccccc5C4)oc3nc2c1
    4%	-1%	25µM*	6%	-24%	11µM*	-3%	i	-13%[57.5 µM]
O=C1/C(=C/c2ccc(Cl)cc2)NC(=S)N1Cc1cccnc1
    19%	1%	6%	8%	-23%	1%	?	i	-45%[inhibitor]
CCOC(=O)Cn1c(CN2CCOCC2)nc2c1c(=O)[nH]c(=O)n2C
    -32%	-5%	-2%	8%	9%	20%	3%	i	-61%[inhibitor]
CCC(C)NC(=S)Nc1ccc(C(=O)OC)cc1 (configuration not stated)
    2%	-5%	12%	-3%	0%	3%	11%	i	-29%
Cc1csc(NC(=O)Nc2cccc(Cl)c2)n1
    35%	1%	-3%	22%	?	7%	-22%	i	-23%
Cc1cc(NC(=O)CSc2nc(C(C)C)nc3c2c(=O)n(C)c(=O)n3C)no1
    -31%	4%	0%	-5%	14%	8%	-10%	i	-18%
C=CCSc1nc2[nH]ncc2c(=O)[nH]1
    3%	1%	1%	-2%	16%	3%	3%	i	?
COc1ccc2nc(SCC(N)=O)[nH]c2c1
    13%	1%	-1%	4%	-1%	3%	-4%	i	i
O=C1/C(=C\c2cccc([N+](=O)[O-])c2O)SC(=S)N1Cc1ccccc1
    -13%	1%	-13%	-9%	?	-32%[inhibitor]	?	i	-49%[inhibitor]
COc1ccc(C(=O)CSc2nccn2C)c(OC)c1
    16%	2%	1%	17%	-18%	6%	-10%	i	-24%
CC(C)n1nnnc1C1c2ccccc2C(=O)N1Cc1cccs1 (configuration not stated)
    -6%	nt	-5%	-8%	4%	25%	4%	i	10%
O=C(CCc1ccccc1)Nc1ccnn1C1CCN(Cc2ncc[nH]2)CC1
    5%	-1%	1%	5%	14%	4%	-1%	i	i
O=C(CSc1ccccc1)NCC1(N2CCCCC2)CCCCC1
    0%	1%	-7%	-5%	-7%	-8%	-3%	i	9%
COc1cc(C=NNC(=O)c2ccc(NS(=O)(=O)c3cccs3)cc2)cc(Br)c1O
    -7%	-7%	4%	11%	7%	3%	-5%	i	-38%[inhibitor]
Cc1cccc(NC(=O)CSc2nnc(CNC(=O)c3ccco3)n2C)c1C
    19%	2%	-4%	-10%	4%	-17%	-6%	i	i
COc1ccc(N(CC(=O)Nc2ccc(S(=O)(=O)N3CCOCC3)cc2)S(C)(=O)=O)cc1OC
    12%	nt	?	6%	52%[activator]	24%	2%	i	i
COC(=O)C1=C(C)NC(=O)NC1c1c(O)ccc2ccccc12 (configuration not stated)
    10%	-1%	-2%	-6%	5%	-7%	2%	i	i
CC(C)C(C(=O)NCc1ccco1)N(C(=O)CNS(=O)(=O)c1ccccc1)C1CCCC1 (configuration not stated)
    -20%	0%	3%	1%[9.22 µM]	?	16%	-16%	i	i
O=c1nccc(N/N=C/c2cccc(O)c2)[nH]1
    16%	0%	0%	16%	15%	-7%	1%	i	i
COc1ccccc1S(=O)(=O)Cc1ccc(C(=O)NCc2ccccc2)o1
    -9%	0%	3%	-2%	13%	-9%	-11%	i	i
COc1cccc(C2c3cc4c(cc3OC(N3CCOCC3)C2C)OCO4)c1O (configuration not stated)
    nt	nt	3%	14%	?	10%	?	i	i
O=C(c1cc2ccccc2oc1=O)N1CCCCCCC1
    -2%	0%	5%	15%	-7%	17%	-2%	i	i
Cc1cc(OC(=O)c2ccccc2Br)c([N+](=O)[O-])c(=O)[nH]1
    -29%	0%	0%	5%	7%	0%	-2%	i	-4%

7 of the entries above in order of their number in PTHR1 ag, ascending:
SMILES | MmCpn inh | GLP-1R inv ag | pAkt inh | PTHR1 ag
COc1ccc(C(=O)CSc2nccn2C)c(OC)c1 | 2% | -18% | i | -24%
Cc1csc(NC(=O)Nc2cccc(Cl)c2)n1 | 1% | ? | i | -23%
Cc1cc(NC(=O)CSc2nc(C(C)C)nc3c2c(=O)n(C)c(=O)n3C)no1 | 4% | 14% | i | -18%
Cc1cc(OC(=O)c2ccccc2Br)c([N+](=O)[O-])c(=O)[nH]1 | 0% | 7% | i | -4%
Cn1c(C(=O)Nc2ccc3c(c2)OCO3)cc2c(=O)n(C)c3ccccc3c21 | -11% | -2% | i | -3%
O=C(CSc1ccccc1)NCC1(N2CCCCC2)CCCCC1 | 1% | -7% | i | 9%
CC(C)n1nnnc1C1c2ccccc2C(=O)N1Cc1cccs1 (configuration not stated) | nt | 4% | i | 10%

The list continues.
Every second line gives: FUS yeast rescue	MmCpn inh	aSyn rescue	Abeta rescue	GLP-1R inv ag	TDP43 rescue	GLP1R cytotox	pAkt inh	PTHR1 ag
O=C(Nc1ccc(Oc2cccnc2)cc1)c1ccccc1Cl
    24%	1%	-11%	8%	?	-2%	-7%	i	-11%
CCOC(=O)c1c(C=O)c(C)n(Cc2ccc(Cl)cc2)c1C
    35%	0%	9%	9%	?	35µM*	-16%	i	i
CCN(C[C@H]1N[C@@](Cc2ccccc2)(C(=O)OC)[C@H]2C(=O)N(Cc3ccccc3)C(=O)[C@@H]12)C(C)=O
    7%	2%	0%	9%	9%	10%	-5%	i	10%
CCN(C(=O)COc1ccc(C)nc1[N+](=O)[O-])C1CCS(=O)(=O)C1 (configuration not stated)
    16%	1%	0%	-13%	15%	-16%	-3%	i	i
Cc1ccc2cc(/C=N/NC(=O)[C@@H]3CCCN3)c(Cl)nc2c1
    -13%	3%	10%	7%	31%[activator]	4.5µM*	6%	i	i
CN(Cc1ccccc1)S(=O)(=O)c1ccc(N2CCCC2=O)cc1
    -4%	1%	1%	2%	-8%	17%	-2%	i	-24%
CCOC(=O)C1(Cc2ccc(OC)cc2)CCN(C(=O)c2cc(C)nn2C)CC1
    20%	-1%	6%	nt	?	12%	0%	i	-20%
C/C(N)=C(/C#N)C(=O)COC(=O)C(c1ccccc1)c1ccccc1
    3%	-3%	3%	20%	-4%[0.307 µM]	16%	7%[0.307 µM]	i	i
CC(C)(C)OC(=O)N1CCCC1C(=O)NCCc1ccccc1 (configuration not stated)
    13%	-2%	-6%	-3%	2%	-17%	-14%	i	-18%[57.5 µM]
Cc1cccc(C(=O)OCC(=O)N(C)CC(=O)Nc2ccc(Cl)c(C(F)(F)F)c2)c1
    ?	2%	?	18%	?	?	-30%	i	-37%[inhibitor]
CSCC[C@H](NC(=O)NCc1cccs1)C(=O)O
    -9%	0%	2%	1%	3%	0%	-12%	nt	-13%[57.5 µM]
Cc1ccc(S(=O)(=O)N2CCN(CC(=O)N(CC(C)C)c3c(N)n(CC(C)C)c(=O)[nH]c3=O)CC2)c(C)c1
    nt	-1%	1%	0%	0%	-10%	-13%	i	-4%
CCn1cc(C(=O)N[C@@H](C)C(=O)NCCO)c(=O)c2cc3c(cc21)OCO3
    -1%	-2%	3%	4%	-8%	-5%	-11%	i	i
CCC(C)c1ccccc1NC(=O)COc1ccc(-n2cnnn2)cc1 (configuration not stated)
    3%	2%	-9%	-4%	3%	7%	9%	i	?
CCn1c(=O)c(C(=O)Nc2ccccc2C)c(O)c2ccccc21
    4%	0%	-3%	3%	48%[activator]	-8%	1%	i	i
CCCN1C(=O)c2ccccc2NC1c1ccc(Cl)cc1 (configuration not stated)
    -1%	1%	2%	-1%	?	5%	1%	i	-4%
COc1ccc(Cn2c(-c3ccc(OC)cc3)n[nH]c2=S)cc1
    7%	1%	-2%	19%	-27%	13%	-16%	i	-4%
CCCOc1ccc(C(=O)NCC(C)(C)N2CCOCC2)cc1
    -5%	3%	3%	-1%	?	16%	6%	i	i
CCc1ccc(NC(=O)CN2CCN(c3ccc(OC)cc3)CC2)cc1
    1%	nt	0%	-12%	?	5%	-7%	i	i

2 entries drawn at random from the list so far:
Every second line gives: FUS yeast rescue	MmCpn inh	aSyn rescue	Abeta rescue	GLP-1R inv ag	TDP43 rescue	GLP1R cytotox	pAkt inh	PTHR1 ag
Cc1ccc(S(=O)(=O)N2CCN(CC(=O)N(CC(C)C)c3c(N)n(CC(C)C)c(=O)[nH]c3=O)CC2)c(C)c1
    nt	-1%	1%	0%	0%	-10%	-13%	i	-4%
CCn1c(=O)c(C(=O)Nc2ccccc2C)c(O)c2ccccc21
    4%	0%	-3%	3%	48%[activator]	-8%	1%	i	i
